Screening results deposited in PubChem by several laboratories.
EBV gp42 block – inhibitors of Epstein-Barr virus glycoprotein 42; inhibition, % (tested at 21.74 µM); Q1HVG2; AID 1085; actives 0.42% (n = 220,000); Fluorescence polarization binding assay, mP read-out; in the data active means inhibition above about 50%
hK5 inh – blocks human kallikrein 5 protease activity; inhibition, % at 5 µM; actives 0.59% (n = 210,000); AID 873; recombinant hK5, fluorogenic AMC substrate cleavage;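 active means inhibition of 40% or more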;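 further: 0% = enzyme controls without compound and 100% = no-enzyme blanks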
Rad51 HR inh – blocks human Rad51 in homologous recombination | Q06609 | hRad51 DNA strand exchange, fluorescence dequenching | inhibition, % at 10 µM | actives 0.085% (n = 200,000);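 active means inhibition above 40% at the single screening dose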;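 further: 0% = DMSO control wells and 100% = blanks with heterologous ssDNA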
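Material: hRad51 filaments on single-stranded DNA; Reagent: Donor/quencher-labelled 47-bp dsDNA substrate; Compound: 10 µM final, single point; Schedule: 37 °C 15-min filament assembly, 30-min compound preincubation, 15-min exchange; Technique: FRET fluorescence, excitation 485 nm, emission 520 nm; Benchmarks: control wells and blank wells on each plate.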
KCC2 mod – modulates chloride dependent transport by human KCC2. Q9H2X9. KCC2 cells, thallium flux FluoZin-2 fluorescence. B-score of Tl+ flux slope (higher = more flux/activation; lower = inhibition) at 10 µM. actives 2.2% (n = 190,000);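 active means thallium flux slope and its plate-corrected score both differing from the plate sample mean at a set confidence after two filtering rounds, in either direction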;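 further: slope of fluorescence scaled to starting intensity during 10 to 20 s after thallium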
thrombin 1536 – inhibitors of human thrombin; P00734; alpha-thrombin, Boc-VPR-AMC fluorogenic substrate cleavage; inhibition, % at 5 µM; actives 0.26% (n = 220,000); AID 1046;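 active means inhibition at or above 40%; inactive means inhibition below 40%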;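 further: 0% = enzyme with no compound and 100% = wells without enzyme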
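signal = AMC fluorescence, 355/460 nm | material = human alpha-thrombin enzyme | control set = enzyme without compound as high, wells lacking enzyme as low | times = reaction at room temperature | read-out basis = percent inhibition scaled between no-compound controls and no-enzyme blanks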
NCF1 inh – inhibitors of human p47phox binding. inhibition, % at 24.7 µM. actives 0.53% (n = 220,000). p47phox/p22phox peptide binding, fluorescence polarization, 2 h. P14598;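 further: 0% = p47phox with labelled peptide and 100% = labelled peptide alone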
Target sequence (P14598 whole entry, looked up): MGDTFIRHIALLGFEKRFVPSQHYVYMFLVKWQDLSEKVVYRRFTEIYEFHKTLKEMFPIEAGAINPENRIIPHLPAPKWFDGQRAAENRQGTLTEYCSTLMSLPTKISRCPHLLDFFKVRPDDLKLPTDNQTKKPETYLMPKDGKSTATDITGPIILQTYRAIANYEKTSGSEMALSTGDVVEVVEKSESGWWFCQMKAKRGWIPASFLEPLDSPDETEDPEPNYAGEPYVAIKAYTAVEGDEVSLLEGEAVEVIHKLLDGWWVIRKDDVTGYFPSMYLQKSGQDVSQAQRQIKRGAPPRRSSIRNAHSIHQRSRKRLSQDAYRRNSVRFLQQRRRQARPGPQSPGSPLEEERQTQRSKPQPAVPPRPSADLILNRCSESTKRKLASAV
eIF4E 4G PPI – eIF4E/eIF4G interaction inhibition in translation initiation; inhibition, % at 21.7 µM; AID 782; P63073+Q04637; actives 0.37% (n = 220,000); TR-FRET eIF4E-eIF4GI(517-606) binding, 2 h;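 further: 0% = full FRET control wells and 100% = background wells lacking eIF4GI fragment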
Furin inh – blocks human furin protease activity; purified furin, fluorogenic substrate cleavage; P09958; AID 463115; inhibition, % at 30 µM; actives 0.061% (n = 220,000); in the data active means inhibition above about 25%; further: inactives centre near -15
Target sequence (P09958 108-714 limits assumed): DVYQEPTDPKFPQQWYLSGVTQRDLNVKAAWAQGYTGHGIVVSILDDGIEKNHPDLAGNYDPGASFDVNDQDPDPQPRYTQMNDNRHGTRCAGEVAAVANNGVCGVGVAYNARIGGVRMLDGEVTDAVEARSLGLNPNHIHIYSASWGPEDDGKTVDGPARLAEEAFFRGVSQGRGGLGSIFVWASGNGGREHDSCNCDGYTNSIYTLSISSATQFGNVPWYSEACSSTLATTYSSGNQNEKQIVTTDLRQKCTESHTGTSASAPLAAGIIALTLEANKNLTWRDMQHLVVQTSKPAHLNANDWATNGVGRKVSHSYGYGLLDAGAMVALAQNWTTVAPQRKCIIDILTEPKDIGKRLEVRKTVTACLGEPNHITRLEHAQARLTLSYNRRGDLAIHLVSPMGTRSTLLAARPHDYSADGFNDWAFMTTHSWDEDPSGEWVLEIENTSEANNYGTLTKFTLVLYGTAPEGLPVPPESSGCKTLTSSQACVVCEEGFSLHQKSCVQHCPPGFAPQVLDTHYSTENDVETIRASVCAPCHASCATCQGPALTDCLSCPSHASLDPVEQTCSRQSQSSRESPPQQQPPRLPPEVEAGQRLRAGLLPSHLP
14-3-3 Bad inh – disrupts binding of bovine 14-3-3 zeta to phospho-Bad peptide. TR-FRET 14-3-3zeta/Dy647-pBad peptide displacement, 1 h. inhibition, % at 21.7 µM. actives 0.71% (n = 220,000). AID 781;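 active means inhibition above about 70%, limit read from the data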;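 further: 0% = full 14-3-3 plus peptide FRET controls and 100% = background without 14-3-3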
Numbers without * were called inactive; . = no result given; [ ] = another dose, or the depositor's remark.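 How the source made its calls, unless noted: active means inhibition above about 30% (limit read from the data); inactive means the rest.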

SMILES	EBV gp42 block	hK5 inh	Rad51 HR inh	KCC2 mod	thrombin 1536	NCF1 inh	eIF4E 4G PPI	Furin inh	14-3-3 Bad inh
Cc1cc2c(c(=O)n1CCCn1ccnc1)C(c1ccco1)C(C#N)=C(N)O2 (centres undefined)	-13	-23	1	.	0	-15	0[fluorescence artefact?]	-23	-18[fluorescence artefact?]
CC(=O)c1c(C)[nH]c(C(=O)OCc2ccc(Br)cc2)c1C	-12	-7	-11	0.12	-6	-1	1	-19	-3
Cc1cccc(N(C)S(=O)(=O)c2cccc3nsnc23)c1	-10	-2	4	-0.68	-9	-18	-4	-12	-1
Cc1ccc(-c2nc3ccccc3o2)cc1NC(=O)Cc1cccs1	-153	-8	-12	0.28	1	-200	-11	-16[20 µM]	-7
O=C1Nc2ccccc2C(O)(C(=O)NCc2ccco2)N1c1ccccc1 (centres undefined)	-14	-16	3	-0.41	-5	-7	-10	-23	-7
CCCSc1nc(N2CCOCC2)c2c(c1C#N)CCCC2	-13	-7	8	.	0	-12	0	-2	-2
CC(=O)C1C(c2cccc([N+](=O)[O-])c2)C2C(C)=NN=C2CC1(C)O (centres undefined)	-2	-8	0	1.1	-3	9	-2[fluorescence artefact?]	-28	-1
CCC(=O)c1ccc(N2CCN(C(=O)COc3ccccc3F)CC2)c(F)c1	6	2	.	-1.7	-3	0	0	-2	-5
Cc1ccc(NC(=O)C(C)N2C(=O)C3C4CC(C(Br)C4Br)C3C2=O)cc1 (centres undefined)	-11	-2	0	0.11	-4	-3	0	-11[20 µM]	4
CCOc1cc(/C=C2\SC(=S)N(NC(=O)c3cccnc3)C2=O)ccc1O	-62	6	-22	-2.2	-6	-182	2	-1	-2
Cc1ccc(SCC(=O)Nc2ccc(N3CCOCC3)cc2)cc1	2	-1	-1	-0.76	-5	3	3	-26	-3
Cc1ccccc1C(=O)OCCN(C)Cc1ccccc1	1	2	-6	-3.3	-1	3	-2	-15	2
COc1cccc(C2SCC(=O)N2c2ccc(Br)cc2)c1OC (centres undefined)	-24	-4	-2	-0.57	-5	-8	23	-19	12
O=C(Cc1coc(-c2ccc(F)cc2)n1)N1CCOCC1	-10	-5	-4	.	3	-8	4	-19	-5
Cc1csc(NC(=O)CSc2nc(C)cs2)n1	-10	-3	-6	-0.06	3	-10	2	-18[20 µM]	1
O=C(NNC(=O)c1ccccc1Br)c1ccc(Cl)c(Cl)c1	-25	-11	10	-0.65	1	10	8	-8[20 µM]	-10
Cc1cccc(NC(=S)NCC(c2ccccc2)N(C)C)c1 (centres undefined)	-8	-8	37	-0.54	1	-6	-1	-30	-17
Cc1cccc(CSCCNC(=O)CSCc2ccc([N+](=O)[O-])cc2)c1	11	14	5	-0.1	-2	-14	7	3[20 µM]	1
COC(=O)c1cc(-c2ccc(Cl)cc2)n[nH]1	-11	2	-5	-0.035	-2	-2	2	-23	-16
COc1ccc(C(O)C(CN2CCOCC2)c2ccccc2)cc1 (centres undefined)	-6	0	-12	.	-5	3	3[fluorescence artefact?]	-23	16[fluorescence artefact?]
CCCCn1c(NS(=O)(=O)c2ccc(C)cc2)c(S(=O)(=O)c2ccccc2)c2nc3ccccc3nc21	0	-17	-3	-6.5*	-3	-7	10	-6	25
COc1ccc(CCNC(=O)Nc2ccc3c(c2)OCO3)cc1OC	1	18	.	.	0	10	-1	-25	-2
COc1cccc(N=Nc2c(N)[nH][nH]c2=O)c1	-8	-4	16	-0.21	1	-4	2	-2	-19
CCc1ccccc1NC(=O)CSc1nnc([C@@H](N)Cc2ccccc2)o1	-11	-9	.	-1.3	-1	-7	0[fluorescence artefact?]	-14	36
OC(COc1ccc(Cl)cc1)CN1C2=NCCCN2c2ccccc21 (centres undefined)	-17	-4	1	0.68	3	-5	6[fluorescence artefact?]	-22	-9[fluorescence artefact?]
SMILES	EBV gp42 block	hK5 inh	Rad51 HR inh	KCC2 mod	thrombin 1536	NCF1 inh	eIF4E 4G PPI	Furin inh	14-3-3 Bad inh
CNc1ccc(/C=C(\CCC(=O)O)c2nc3ccccc3s2)cc1[N+](=O)[O-]	-1	10	.	-5.5*	2	-5	1	-22	6
COc1ccc(-n2c(-c3ccccc3)c[n+]3c2CCC3)cc1	-18	-1	.	-0.1	-1	-3	3	-26	0
O=C(NC1CCCC1)C1CC1c1ccccc1 (centres undefined)	-3	-17	-2	-0.35	4	-9	2[fluorescence artefact?]	25*[20 µM]	9[fluorescence artefact?]
O=C1CCC(=O)N1c1cccc(OS(=O)(=O)c2ccccc2)c1	-11	-12	0	-0.21	-1	-12	19[fluorescence artefact?]	-22	-6
O=C(Cn1nnc2ccccc21)NCc1ccccc1	-19	2	2	0.79	-3	0	1	10[20 µM]	2[fluorescence artefact?]
CCOc1ccccc1NC(=O)C(OC(=O)C1CC1)c1ccccc1 (centres undefined)	-4	1	4	-0.16	0	-11	-12	-19	-5
Cc1cccc(OCCNC(=O)c2cccc(Oc3ccc(C(F)(F)F)cc3[N+](=O)[O-])c2)c1	1	-11	.	-0.14	1	-1	5	-17	-9
CC1(C)CC(=O)c2c(nn(-c3ccccc3)c2-c2ccncc2)C1	-22	-5	5	0.0099	8	-1	4[fluorescence artefact?]	-26[20 µM]	3
CS(=O)(=O)N1CCN=C1SCc1ccc([N+](=O)[O-])cc1	-4	-8	-3	1.6	1	-2	-3	-16	6
CCOC(=O)c1nn(-c2ccc(C)cc2)cc1O	-7	-8	3	-0.043	2	-5	-9	-19[20 µM]	-15
Cc1cccc(N2CCCC2=Nc2ccc(Br)cc2C#N)c1	-7	0	-1	0.89	-5	0	6[fluorescence artefact?]	-23[20 µM]	5[fluorescence artefact?]
CCOC(=O)C1CCCN(C(=O)c2cc3c(=O)n(C)c4ccccc4c3n2C)C1 (centres undefined)	-3	-9	1	.	0	0	5[fluorescence artefact?]	-38	5[fluorescence artefact?]
CCOC(=O)CN(C(=O)CNC(=O)c1cccs1)C(C(=O)NC1CCCC1)c1cccnc1 (centres undefined)	-5	-3	-4	-0.33	-6	-4	2	-21[20 µM]	8
C=C1CCN([C@@H](C)C(=O)NCc2ccc(OC)cc2)S(=O)(=O)c2ccccc21	-11	-3	-4	0.14	-3	-6	4	-21	0
COC(=O)c1sccc1N/N=C/c1cccc(OC)c1O	-2	-14	3	1.3	-6	-3	1	-13	-7
COc1ccc(NC(=O)C(CCSC)N2C(=O)c3ccccc3C2=O)cc1 (centres undefined)	5	6	5	0.54	-2	-8	-3	-24[20 µM]	-8
O=C(/C=C/c1ccc(Cl)c(Cl)c1)N1CCc2ccccc21	-18	1	-12	-0.028	3	-8	1[fluorescence artefact?]	-14	15
Cc1ccc2c(c1)C(=O)N(CCCCO)C2=O	-9	-2	3	0.98	-2	6	2	-19	1
COc1ccc(-c2csc3nc(-c4cccnc4)nc(Cl)c23)cc1OC	-5	-13	-1	0.71	-4	-34	-2[fluorescence artefact?]	4	12[fluorescence artefact?]
COc1ccccc1NC(=O)NS(=O)(=O)c1ccc(C)cc1	3	-12	-6	.	13	-1	3	-15[20 µM]	-30
O=C(CC(NC(=O)c1ccccc1Cl)c1ccccc1)NCCc1ccc(Cl)cc1 (centres undefined)	-13	-7	6	-1.8	-17	-19	-1	-17	-2
COCCn1c(/C=C/c2ccccc2)nc2ccccc21	3	-17	15	-0.95	2	-12	-9	-11	-6
O=c1cc(-c2ccc(F)cc2F)[nH]c2ccccc12	-13	-4	5	1.2	1	2	-5	-9	2
c1ccc(-c2ccc(C3=Nn4c(nnc4-c4cccs4)SC3)cc2)cc1	1	-8	20	-0.53	-6	-28	-7	-19	-2
O=C(NC(=S)Nc1nc2c(s1)CSc1ccccc1-2)c1ccccc1	-17	-8	0	.	8	-17	-7	-10[20 µM]	7
SMILES	EBV gp42 block	hK5 inh	Rad51 HR inh	KCC2 mod	thrombin 1536	NCF1 inh	eIF4E 4G PPI	Furin inh	14-3-3 Bad inh
CCOc1ccc(C(=O)N2CCN(Cc3ccccc3)CC2)cc1	-16	-18	-2	.	-5	-3	-16	-3	9[fluorescence artefact?]
CC(CCc1ccccc1)NC(=O)CN1CCSc2ccccc21 (centres undefined)	-1	0	.	-0.14	-4	.	5	-16	-6
Cc1ccc2nc(-c3ccc(NC(=O)CN(C)S(=O)(=O)c4ccccc4)cc3)sc2c1	-15	4	-11	-0.6	1	1	2	-14	-18
Cc1nc(-c2ccc(S(=O)(=O)N3CCN(C4c5ccccc5-c5ccccc54)CC3)s2)cs1	-17	3	.	-0.14	-1	-21	-3	-25	3
C/C(N)=C(/C#N)C(=O)COC(=O)CNS(=O)(=O)c1c(F)cccc1F	-13	2	-37	0.61	-7	-3	-2	-28	-1
CCOc1ccc(NC(=O)CCCCn2c(=O)[nH]c3ccsc3c2=O)cc1	-4	-6	-9	-0.9	-22	-5	0	-19	-5

An excerpt from above in order of heavy-atom count, smallest number first.
SMILES	EBV gp42 block	hK5 inh	Rad51 HR inh	KCC2 mod	thrombin 1536	NCF1 inh	eIF4E 4G PPI	Furin inh	14-3-3 Bad inh
CCOc1ccc(C(=O)N2CCN(Cc3ccccc3)CC2)cc1	-16	-18	-2	.	-5	-3	-16	-3	9[fluorescence artefact?]
C/C(N)=C(/C#N)C(=O)COC(=O)CNS(=O)(=O)c1c(F)cccc1F	-13	2	-37	0.61	-7	-3	-2	-28	-1
CCOc1ccc(NC(=O)CCCCn2c(=O)[nH]c3ccsc3c2=O)cc1	-4	-6	-9	-0.9	-22	-5	0	-19	-5

Another view of some results above.
EBV gp42 block,hK5 inh,Rad51 HR inh,KCC2 mod,thrombin 1536,NCF1 inh,eIF4E 4G PPI,Furin inh,14-3-3 Bad inh,smiles
-15,4,-11,-0.6,1,1,2,-14,-18,Cc1ccc2nc(-c3ccc(NC(=O)CN(C)S(=O)(=O)c4ccccc4)cc3)sc2c1
-17,3,.,-0.14,-1,-21,-3,-25,3,Cc1nc(-c2ccc(S(=O)(=O)N3CCN(C4c5ccccc5-c5ccccc54)CC3)s2)cs1
-13,2,-37,0.61,-7,-3,-2,-28,-1,C/C(N)=C(/C#N)C(=O)COC(=O)CNS(=O)(=O)c1c(F)cccc1F
-4,-6,-9,-0.9,-22,-5,0,-19,-5,CCOc1ccc(NC(=O)CCCCn2c(=O)[nH]c3ccsc3c2=O)cc1
